# From PubChem BioAssay
# PKM2 act = increases activity of human pyruvate kinase M2; hit rate 0.34% among 260,000; purified PKM2, Kinase-Glo ATP luminescence, activation; response scale: 0% is enzyme alone, no compound; Potency, µM (doses to about 57.5 µM), for inactives: at the highest dose activation, usual class: activators; AID 1631; P14618; further: potency means the concentration at half of the fitted maximal effect; on the % scale 0 is the no-effect control and ±100 the full control effect; nearly all actives have a fitted effect of over 55% in size
#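 Purified hPK-M2 (>95%) run at intermediate activity with 0.1 mM ADP and 0.5 mM PEP in 50 mM imidazole pH 7.2, KCl, MgCl2; 1 h room temperature. ATP formed read by Kinase-Glo luminescence; normalized to uninhibited and no-enzyme controls.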
# KCNH2 WT inh = KCNH2 (human, wildtype) channel inhibition; hit rate 0.37% among 340,000; activity change, % at 1.84 µM; AID 720551; U2OS, BacMam KCNH2, thallium flux FluxOr; hits give low values;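 active means maximum activity change below -70%; inconclusive means maximum activity change between -70% and -50%; inactive means maximum activity change above -50%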; further: on the % scale 0 is the no-effect control and ±100 the full control effect
#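 U2OS cells transduced with wild-type KCNH2 virus are loaded with FluxOr dye for 45 min, and thallium flux is measured in kinetic reads before and after stimulation buffer. Rate constants are normalized to DMSO controls.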
# TSHR antag = blocks TSH signaling through the human TSH receptor. P16473. TSHR-expressing cells, TSH-stimulated cAMP HTRF, 2 h; hits give low values. activity change, negative = inhibition, % at 11.5 µM. hit rate 0.2% among 330,000;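 active means activity change below a set negative limit, meaning inhibition stronger than a set level, cut at about -70% in these data; inconclusive means activity change between two set negative limits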; further: on the % scale 0 is the no-effect control and ±100 the full control effect
# Target sequence (P16473 whole entry, looked up): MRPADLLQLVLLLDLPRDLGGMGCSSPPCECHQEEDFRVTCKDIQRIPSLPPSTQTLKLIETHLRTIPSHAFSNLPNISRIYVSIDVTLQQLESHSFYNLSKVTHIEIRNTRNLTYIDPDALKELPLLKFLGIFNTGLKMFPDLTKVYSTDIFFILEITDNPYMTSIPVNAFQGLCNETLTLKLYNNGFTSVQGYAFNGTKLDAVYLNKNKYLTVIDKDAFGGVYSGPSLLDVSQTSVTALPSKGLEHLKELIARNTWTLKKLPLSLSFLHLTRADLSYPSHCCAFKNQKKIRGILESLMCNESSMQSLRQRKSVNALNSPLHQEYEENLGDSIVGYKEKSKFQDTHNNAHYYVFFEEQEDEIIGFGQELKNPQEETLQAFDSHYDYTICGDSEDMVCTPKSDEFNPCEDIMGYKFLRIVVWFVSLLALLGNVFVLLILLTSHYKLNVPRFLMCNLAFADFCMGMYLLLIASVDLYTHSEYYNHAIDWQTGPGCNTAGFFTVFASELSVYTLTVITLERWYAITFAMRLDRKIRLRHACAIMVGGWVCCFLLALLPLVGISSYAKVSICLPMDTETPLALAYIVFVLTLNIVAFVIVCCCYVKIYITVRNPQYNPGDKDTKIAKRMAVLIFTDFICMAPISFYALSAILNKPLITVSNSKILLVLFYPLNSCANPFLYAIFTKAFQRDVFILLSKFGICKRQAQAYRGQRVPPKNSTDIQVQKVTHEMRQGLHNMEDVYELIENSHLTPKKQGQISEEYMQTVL
#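 Inhibition of cAMP made by TSHR-expressing cells under TSH stimulation (4nM final, EC80; 2 h, 37 deg C) is quantified with a one-step lysis HTRF kit, anti-cAMP cryptate versus cAMP-d2.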
# Chronic BCR inh = inhibitors of chronic active B-cell receptor signaling; Potency, µM (titrated, usually from 46.1 µM), without a hit: at the top dose ratio change, negative = lower green/red ratio, most hits filed as inhibitors; ABC-DLBCL IkBa-CBG/CBR reporter, luminescence ratio, 4 h; hit rate 0.05% among 340,000; active means well fitted inhibition curve with a large enough effect in the signal ratio, with a control signal flat, not every such curve was filed as active; inconclusive means small, poorly fitted or top-dose-only effect, or effect the other way, or a change in a side signal; the % refers to the signal ratio;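 further: potency means the concentration at half of the fitted maximal effect; plate controls were basal doxycycline-induced cells for no effect and cells given 10 µM MG132 for full effect; MG132 reads +100%, hits lower the ratio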
#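 Doxycycline induced both beetle luciferases in TMD8 lymphoma cells; IKK-driven degradation limits the IkappaBalpha-fused green signal, while red luminescence normalises for cell number and nonspecific effects. Compounds tested up to 46 uM, 4 hrs.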
# GALK inh = galactokinase (human) inhibition; hit rate 0.007% among 270,000; Potency, µM (highest dose often 57.5 µM), for inactives: at the top dose activity change, negative = inhibition, hits mostly inhibitors; Purified GALK, Kinase-Glo residual ATP luminescence; AID 1868; P51570; further: potency means the concentration at half of the fitted maximal effect; on the % scale 0 is the no-effect control and ±100 the full control effect
#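 Human GALK (5 nM) with 35 uM ATP and 100 uM galactose in 20 mM HEPES pH 8.0, 5 mM MgCl2, 60 mM NaCl, 1 mM DTT, 0.01% BSA. After 1 h at room temperature, leftover ATP was read by Kinase-Glo Plus luminescence.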
# Mito fusion yeast = blocks mitochondrial division or promotes mitochondrial fusion; S. cerevisiae fusion-defective mutant growth rescue, CellTiterGlo 48 h; Potency, µM (series often up to 46.1 µM), without a hit: at the highest dose growth rescue (activation), hits mostly activators; hit rate 0.23% among 320,000; AID 485298;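 further: potency means the concentration at half of the fitted maximal effect; % of control where 0% means no effect; nearly all actives have a fitted effect of over 45% in size; temperature-sensitive fusion mutants such as fzo1-1 at 37 °C on non-fermentable ethanol glycerol medium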
#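 Compounds are tested for their ability to restore growth of mitochondrial fusion-defective yeast strains at non-permissive 37C in YPEG medium over 48 hours. Viability is quantified by luciferase luminescence.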
# ASM inhibitor = human S-ASM enzyme inhibition. placental ASM, HMU-PC fluorogenic substrate, 60 min. AID 504937. hit rate 0.006% among 340,000. Potency, µM (titrated, usually from 57.5 µM), inactives show at the highest dose activity change, negative = inhibition, usual class: inhibitors; further: potency means the concentration at half of the fitted maximal effect
#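 Fluorescence read-out (Ex 386 nm, Em 447 nm) after stopping the reaction at pH 10. Enzyme: ASM from human placenta; substrate HMU-PC0, 9 uM final; 60 min, 37 °C. Compound preincubation 10 min, ambient temperature.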
# MBNL1-CUG inh = MBNL1-poly(CUG) RNA binding inhibition. Q9NR56. TR-FRET MBNL1-His/biotin-(CUG)12 binding, 665/545 ratio. Potency, µM (top dose mostly 57.5 µM), inactives show at the highest dose activity change, negative = inhibition, most hits filed as inhibitors. hit rate 0.036% among 280,000. AID 2675; active means well fitted inhibition curve with a large enough effect in the signal ratio, with a control signal flat, not every such curve was filed as active; inconclusive means small, poorly fitted or top-dose-only effect, or effect the other way, or a change in a side signal; inactive means no such curve, though single readings can be large or run the other way; the % refers to the signal ratio; further: potency means the concentration at half of the fitted maximal effect; on the % scale 0 is the no-effect control and ±100 the full control effect
#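 MBNL1-His + Biotin-(CUG)12, cpd titration 92 nM–58 uM; Tb anti-His Ab 0.055 ng/ul, SA-XL665 5 nM (final); 60 min RT; ratiometric 665/545 nm, Ex 340 nm; normalized to buffer and full-complex controls.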
# Eya2 phos inh = inhibitors of human Eya2 phosphatase activity. recombinant Eya2, OMFP fluorescence dephosphorylation (OMFP is methylfluorescein phosphate). Potency, µM (titrated, usually from 76.9 µM), for the others: top-dose activity, negative = inhibition, actives largely listed as inhibitors. hit rate 0.006% among 330,000; further: potency means the concentration at half of the fitted maximal effect; on the % scale 0 is the no-effect control and ±100 the full control effect
#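 Eya2 protein (added as 0.2 uM solution) was preincubated with compound for 10 min at ambient temperature in 50 mM HEPES pH 7.5, 50 mM NaCl, 5 uM MgCl2, 0.05% BSA, 1 mM DTT. OMFP (added at 50 uM) then reacted 10 min; fluorescence read at 485/525 nm.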
# USP2a block = blocks human ubiquitin-specific protease USP2a; Potency, µM (highest dose often 38.3 µM), for the others: at the top dose activity change, negative = inhibition, most hits filed as inhibitors; USP2 core, Ub-CHOP2 coupled fluorogenic reporter, 485/531; hit rate 0.01% among 330,000;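 further: potency means the concentration at half of the fitted maximal effect; plate controls were DMSO wells for no effect and full inhibition by NEM control for full effect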
#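 USP2 core (10nM final) preincubated 30min RT with compound in 20mM Tris-HCl pH 8.0, 2mM CaCl2, 2mM beta-mercaptoethanol, 0.05% CHAPS; 25nM Ub-CHOP2 plus 25nM reporter substrate added, fluorescence (Ex485/Em531) read after 60min.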
# Menin-MLL TR inh = displaces Texas Red mutant MLL peptide from human menin; Menin + Texas Red MLL mutant peptide, fluorescence polarization; O00255; hit rate 0.23% among 270,000; AID 1768; Potency, µM (highest dose often 61.6 µM), inactives show at the highest dose FP activity change, negative = inhibition, hits mostly inhibitors; active means well fitted inhibition curve with a large enough effect in the polarisation, with a control signal flat, not every such curve was filed as active; inconclusive means small, poorly fitted or top-dose-only effect, or effect the other way, or a change in a side signal; inactive means no such curve, though single readings can be large or run the other way; the % refers to the polarisation; further: potency means the concentration at half of the fitted maximal effect; % of control where 0% means no effect; many of its hits are not listed in these tables
# * hit, by the source's call; u = inconclusive; x = no result given; [ ] = dose if it differs, or a comment. Unless noted, the call rests on the fitted dose curve; in most records, active means well fitted curve in the direction sought with a large enough effect; inconclusive means small, poorly fitted or top-dose-only effect, or another doubt; inactive means no such curve, though single readings can be large; an effect the other way counts as inactive or inconclusive.
SMILES,PKM2 act,KCNH2 WT inh,TSHR antag,Chronic BCR inh,GALK inh,Mito fusion yeast,ASM inhibitor,MBNL1-CUG inh,Eya2 phos inh,USP2a block,Menin-MLL TR inh
O=C(COC(=O)c1ccc(F)cc1Cl)NC(=O)NC1CCCC1,x,1,-4,-7%,x,0%,0%,x,-5%,0%,x
COC(=O)CC1C(=O)NCCN1C(=O)Nc1ccc(Cl)c(Cl)c1 (stereo not drawn),-4%,-4,24,1%,-2%,-8%,-2%,-14%,-4%,0%,-13%
O=[N+]([O-])c1ccccc1NCCOc1ccccc1,-3%,-4,-9,-8%,-2%,7%,-7%,x,4%,-3%,15%
Cc1ccc(-n2nc3c(c2NC(=O)/C=C\c2ccc4c(c2)OCO4)CSC3)c(C)c1,2%,-17,-5,-7%,x,-5%,13%,22%,-4%,-2%,-6%
Cc1cccc(CSc2nc3c(c(=O)[nH]2)CCCC3)c1,-5%,-5,-4,0%,x,-4%,1%,-20%,1%,1%,u
CC1CCC(NC(=O)CC(C)(C)Cc2nc3ccccc3c(=O)[nH]2)CC1 (stereo not drawn),-7%,2,3,-2%,0%,-1%,-2%,-7%,-13%,-6%,u
CCOc1ccc(CNCCN2CCCC2)cc1,0%,3,2,-7%,-3%,-11%,-1%,0%,-2%,-1%,-11%
Cn1c(=O)c2c(ncn2CC(=O)N/N=C/C=C/c2ccccc2[N+](=O)[O-])n(C)c1=O,1%,-3,7,u,2%,2%,-1%,u,7%,0%,x
CC1=C(C(=O)Nc2ccc(Cl)cc2)C(c2cccs2)n2nnnc2N1 (stereo not drawn),-1%,-6,-11,-12%,2%,-4%,11%,-7%,-21%,2%,u
O=C(CSc1nnc(-c2cccs2)o1)N1CCc2ccccc21,u,3,-16,-2%,5%,0%,-4%,28%,9%,0%,1%
COc1ccc(Br)cc1/C(C)=N/NC1=NCCN1,-3%,26,-7,-10%,0%,3%,4%,u,7%,3%,5%
O=C1CSC(c2cccnc2)N1c1cccc(Cl)c1 (stereo not drawn),-2%,-3,12,0%,7%,-4%,-4%,-3%,-1%,3%,1%

# Two consecutive compounds already listed, quoted:
SMILES,PKM2 act,KCNH2 WT inh,TSHR antag,Chronic BCR inh,GALK inh,Mito fusion yeast,ASM inhibitor,MBNL1-CUG inh,Eya2 phos inh,USP2a block,Menin-MLL TR inh
O=C(COC(=O)c1ccc(F)cc1Cl)NC(=O)NC1CCCC1,x,1,-4,-7%,x,0%,0%,x,-5%,0%,x
COC(=O)CC1C(=O)NCCN1C(=O)Nc1ccc(Cl)c(Cl)c1 (stereo not drawn),-4%,-4,24,1%,-2%,-8%,-2%,-14%,-4%,0%,-13%

# More results:
SMILES,PKM2 act,KCNH2 WT inh,TSHR antag,Chronic BCR inh,GALK inh,Mito fusion yeast,ASM inhibitor,MBNL1-CUG inh,Eya2 phos inh,USP2a block,Menin-MLL TR inh
CCOc1ncccc1C(=O)OCC(=O)c1cccc(Br)c1,0%,-7,4,u,1%,3%,-1%,-8%,-18%,4%,-5%
CCN(CC)S(=O)(=O)c1ccc(OC)c(NC(=O)C2CC(=O)N(c3ccc(C)cc3)C2)c1 (stereo not drawn),-1%,-4,4,0%,1%,2%,-2%,-2%,-7%,0%,6%
COc1ccc(S(=O)(=O)Nc2ccccc2Cl)cc1NC(C)=O,-3%,-1,11,-1%,3%,5%,-1%,-12%,-7%,7%,13%
Cc1ccc(S(=O)(=O)N2CCC(C)CC2)cc1,-9%,-5,9,1%,-4%,2%,1%,-6%,-9%,-1%,2%
Cc1cccc(OCC(=O)NCc2nnc3ccc(C(F)(F)F)cn23)c1C,x,11,28,-6%,x,2%,34%[activator],x,2%,2%,x
COc1ccc(CNC(=O)C2CCN(C(=O)N(C)C)CC2)c(OC)c1,-6%,-12,12,9%,1%,2%,2%,-6%,-14%,3%,-2%
CC1CCCCN1CCNC(=O)c1cnn2ccccc12 (stereo not drawn),-5%,14,6,0%,2%,0%,6%,-8%,1%,u,1%
CN(NC1OC(=O)c2ccccc21)c1ccccc1[N+](=O)[O-] (stereo not drawn),-3%,-4,1,9%,x,4%,0%,12%,8%,-3%,x
Cc1ccc(NC(=O)CSc2nnc(CN3CCOCC3)n2C)cc1C,6%,-4,-5,3%,x,-3%,1%,-10%,-4%,0%,-1%
O=C(CSc1nnnn1C1CCCC1)N1CCCCC1,0%,-2,-9,2%,-1%,4%,-1%,-5%,-10%,1%,-5%
CC1CCCC(NC(=O)COC(=O)[C@@H](NC(=O)c2ccco2)C(C)C)C1C (stereo partly drawn),1%,-16,17,1%,0%,-4%,-1%,x,7%,0%,-12%
FC(F)(F)c1nnc2sc(-c3ccncc3)nn12,-1%,8,16,1%,0%,-13%,2%,4%,11%,-3%,4%
CCN(CC)S(=O)(=O)c1ccc(N2CCN(C)CC2)c(NC(=O)COc2ccc(F)cc2Cl)c1,x,24,-4,u,x,-2%,3%,x,30%,0%,x
CC(=O)Nc1ccc(S(=O)(=O)Nc2cccc(C(=O)NC(C)(C)C)c2)cc1,-4%,-2,-13,-5%,-1%,0%,-1%,2%,3%,1%,x
COc1ccc(N(C(C)C(=O)Nc2ccc(S(=O)(=O)N3CCOCC3)cc2)S(C)(=O)=O)cc1 (stereo not drawn),u,-2,16,6%,1%,5%,-3%,-12%,-5%,-2%,12%
O=C(NCc1ccccc1)c1cc2ccccc2oc1=O,0%,-1,-3,0%,0%,-1%,-1%,u,-6%,1%,9%
COc1ccccc1N1CCN(C(=O)c2ccccc2NC(=O)C2CCCCC2C(=O)O)CC1 (stereo not drawn),5%,-2,-7,2%,3%,4%,5%,-26%,-3%,1%,u
CC1=C(C(=O)NC2CCCc3c2cnn3-c2cccc(C)c2C)OCCO1 (stereo not drawn),-6%,19,-17,-4%,6%,0%,5%,0%,18%,0%,x
COC(=O)C(CCCN1C(=O)c2ccccc2C1=O)(NC(C)=O)c1nnn(C)n1 (stereo not drawn),0%,1,3,-1%,3%,1%,-3%,27%,-3%,3%,3%
O=C(CCC(=O)c1ccc(F)cc1)Nc1cccc(C(F)(F)F)c1,1%,1,-3,-2%,0%,-3%,-6%,7%,1%,-1%,26%
O=C(Cn1cnc(S(=O)(=O)N2CCCC2)c1)Nc1cccc(F)c1,x,-1,0,-6%,-8%,-1%,3%,-3%,7%,0%,x
COc1cc(C2Nc3ccccc3NC3=C2C(=O)CC(c2ccc(OC)c(OC)c2)C3)ccc1O (stereo not drawn),12%,7,-33,9%,6%,-19%,-2%,-1%,10%,-4%,-9%
NS(=O)(=O)c1ccc(CCNC(=S)NC(=O)c2ccccc2Br)cc1,x,2,2,u,x,x,3%,x,5%,-1%,x
Cc1onc(-c2ccccc2)c1C(=O)c1c[nH]c(C(=O)NCc2ccncc2)c1,-5%,-1,5,-15%,4%,-6%,5%,-4%,15%,-1%,10%

# Quoted at random: four compounds from above.
SMILES,PKM2 act,KCNH2 WT inh,TSHR antag,Chronic BCR inh,GALK inh,Mito fusion yeast,ASM inhibitor,MBNL1-CUG inh,Eya2 phos inh,USP2a block,Menin-MLL TR inh
NS(=O)(=O)c1ccc(CCNC(=S)NC(=O)c2ccccc2Br)cc1,x,2,2,u,x,x,3%,x,5%,-1%,x
O=C(NCc1ccccc1)c1cc2ccccc2oc1=O,0%,-1,-3,0%,0%,-1%,-1%,u,-6%,1%,9%
O=C(Cn1cnc(S(=O)(=O)N2CCCC2)c1)Nc1cccc(F)c1,x,-1,0,-6%,-8%,-1%,3%,-3%,7%,0%,x
CC(=O)Nc1ccc(S(=O)(=O)Nc2cccc(C(=O)NC(C)(C)C)c2)cc1,-4%,-2,-13,-5%,-1%,0%,-1%,2%,3%,1%,x

# A portion of the library. The share of hits here may be higher or lower than overall.
